14-3-3g Raf: alters human 14-3-3 gamma binding to Raf peptide; P61981; FP, 14-3-3gamma / TMR-pS259-Raf peptide binding; inhibition, % at 40 µM; 160,000 compounds, 0.19% hits; AID 422; in the data active means inhibition above about 30%;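 further: 0% = protein plus tracer without compound and 100% = blank with tracer alone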
Target sequence (P61981 whole entry, looked up): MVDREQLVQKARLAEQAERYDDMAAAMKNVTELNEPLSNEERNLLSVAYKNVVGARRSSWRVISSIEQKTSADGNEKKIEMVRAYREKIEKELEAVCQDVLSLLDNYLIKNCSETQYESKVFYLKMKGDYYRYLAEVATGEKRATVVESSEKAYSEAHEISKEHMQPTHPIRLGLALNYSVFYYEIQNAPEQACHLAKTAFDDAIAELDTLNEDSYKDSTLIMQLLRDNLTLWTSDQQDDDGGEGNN
* marks the source's active call; other numbers are inactive results; & = joins results of further samples.

canonical_smiles | 14-3-3g Raf
Cc1ccc(Nc2nc(N)nc(CN3CCN(Cc4ccc5c(c4)OCO5)CC3)n2)cc1Cl | -4.8
CC(C)(C)n1nc2c(c1NC(=O)c1ccc(Br)o1)CS(=O)C2 (centres undefined) | -3.5&-4.2
CCOC(=O)c1ccc(NC(=O)CSc2nc3c(c(=O)n2CC)SC(C)C3)cc1 (centres undefined) | -4.3
Cn1c(=O)cc(SCC(=O)O)c2ccc(Cl)cc21 | -2.3
CCOc1cc(CN2CCOCC2)cc(C(C)=O)c1 | -0.7
CC(C)NC(=O)c1ccccc1NC(=O)CCS(=O)(=O)Cc1ccccc1 | 3.0
Cc1cc(NS(=O)(=O)c2ccc(N3CCCC3=O)cc2)no1 | 2.8
Nc1nc(NC(=O)c2cccnc2)nn1-c1ccccc1 | -8.9
O=c1oc2c(ccc3ccccc32)c2c1SC(C(F)(F)F)C2 (centres undefined) | 6.4
COc1ccc(OC)c(N2C(=O)CC(Cc3ccc(C)cc3)C2=O)c1 (centres undefined) | -2.1
Cc1cc(OCCSc2nnc(-c3cccs3)n2C)ccc1Cl | 7.8
CC1(C)CC(=O)c2cc(OCC(=O)NCCCN3CCN(c4ccccc4F)CC3)ccc2O1 | -2.0
C=CCOC(=O)Nc1c(C(=O)OC)[nH]c2ccc(Cl)cc12 | -1.9
CC1(C)OC(=O)N(CC(=O)O)C1(C)O (centres undefined) | -6.2
O=c1c2cn[nH]c2nc(SCc2cccc([N+](=O)[O-])c2)n1-c1ccccc1Br | -1.2
CCOc1ccc2c(O)csc2c1 | -20.5
CN(Cc1ccccc1)c1nc2c(c(=O)[nH]c(=O)n2C)n1Cc1ccccc1 | -4.2
COc1cc2c(cc1OC)C(C(Cl)(Cl)Cl)OC(=O)C2 (centres undefined) | -5.2
COC(=O)CNC(=O)CCCCC(=O)NCC(=O)OC | 0.2
Cc1cc2c(cc1C)-c1nnnn1C(C)(C)C2 | -10.4
CCOC(=O)C(C)Sc1nc2c(cnn2-c2ccc(F)cc2)c(=O)[nH]1 (centres undefined) | -1.3
COc1ccc(-n2nc([N+](=O)[O-])c(=Nc3ccc(Br)cc3)n2O)cc1 | 0.4
COc1ccc(N=c2oc3ccccc3cc2C(=O)NC(C)=O)cc1 | -18.4
COc1ccc(N2CCN(C(=O)C3CCN(S(=O)(=O)c4ccc(C)cc4)CC3)CC2)cc1 | -5.2
COc1ccc(Oc2c(C(F)(F)F)oc3c(CN4CCOCC4)c(O)ccc3c2=O)cc1 | -9.4
Cc1ccc(OCc2ccc(C(=O)N3CCOCC3)cc2)cc1C | -0.4
COc1cc(NC(=O)CCN2CC(C)OC(C)C2)cc(OC)c1 (centres undefined) | -16.8
COc1cccc(-c2cc(C(=O)N3CCN(Cc4ccccc4)CC3)no2)c1 | -6.6&-4.0
CC1(C(=O)NCc2cccnc2)CCC(=O)N1CCc1ccccc1 (centres undefined) | -3.5&-3.9
CCOc1ccc(C2NC(=O)NC(C)=C2C(=O)OCCSC)cc1 (centres undefined) | 0.6
O=C(Nc1ccc(NC(=O)C(c2ccccc2)c2ccccc2)cc1)c1cccs1 | -9.4
O=C(Nc1ccc(F)cc1)Nc1cnc2ccccc2c1 | -6.8
CC(=O)N1CC(=O)c2ccccc21 | -8.2
CCCCCC/C(=N/O)c1ccccn1 | -0.7
CCc1nc(-c2ccccc2)c(-c2ccccc2)c2cc(OC)c(OC)cc12 | -21.6
Cc1cc(C)c2nc(N3CCCC(C(=O)N4CCC(C(N)=O)CC4)C3)sc2c1 (centres undefined) | -7.9
COc1ccc(C(=O)C2CCN(S(=O)(=O)c3ccc4c(c3)OCCO4)CC2)cc1 | 2.2
Nc1ccn(-c2ccccc2)c(=O)c1 | -7.1
Cc1ccc(NC(=O)c2cnc3scc(C)n3c2=O)c(C)c1 | 2.0
CCn1c(-c2csc(C(C)C)c2)n[nH]c1=S | 22.1
COC(=O)C1=C(C(=O)OC)SC2(S1)C(C(=O)OC)=C(C(=O)OC)SC1=C2c2cc(OC)ccc2NC1(C)C | -5.3
CC1CCN(Cc2ccc(NC(=O)CC3Oc4ccccc4NC3=O)cc2)CC1 (centres undefined) | 4.7
CCOCC(=O)Nc1c(C(=O)OCC)oc2ccccc12 | -8.7
CC(O)CN1C(=O)C(=O)/C(=C(/O)c2ccccc2)C1c1ccc(N(C)C)cc1 (centres undefined) | 5.2
CCCC(=O)OCCNc1cc(Sc2nc3ccccc3s2)c2nonc2c1[N+](=O)[O-] | -3.6
Cc1ccc(C(C)n2cc(C(=O)NCc3ccncc3)nn2)cc1 (centres undefined) | 1.1
O=C1N(c2cccc(C(F)(F)F)c2)C2CS(=O)(=O)CC2N1c1ccccc1Cl (centres undefined) | 0.9
COC(=O)C(C)NC(=O)c1ccc(F)cc1 (centres undefined) | -7.3
CCOC(=O)c1ccc(NC(=O)c2ccc(C)cc2)cc1 | 2.5
CCCCOc1ccc(S(=O)(=O)N2CCSC2c2ccc(OC)cc2)cc1 (centres undefined) | -4.8
CCOc1cccc(NC(=O)C2CC(=O)N(Cc3cccs3)C(=Nc3ccc(OC)cc3)S2)c1 (centres undefined) | -4.4
CN1CCN(Cc2cc(Br)c(O)c3ncccc23)CC1 | 6.8
COc1ccc(CNC(=O)CCc2nc(-c3ccccc3F)no2)c(OC)c1 | 0.3
CC(=O)Nc1cccc(Oc2ccc3c(c2)C(=O)N(c2ccc(C)cc2C)C3=O)c1 | -8.3
O=S(=O)(c1ccc2c(c1)OCCO2)N1CCC(n2nnc3cc(C(F)(F)F)ccc32)CC1 | -0.8
Cc1ccc(S(=O)(=O)Nc2c(C)cc(O)cc2C)cc1 | -1.6
O=C1c2ccccc2C(=O)N1CCCOc1ccccc1 | -4.0
CCN1C(=O)C(O)(CC(=O)c2cccc(OC)c2)c2ccccc21 (centres undefined) | -5.1
COc1ccc(OC)c2c(C)cc(N3CCN(C(=O)c4ccc(F)cc4)CC3)nc12 | -8.4
COc1ccc(C2CC(C(F)(F)F)n3nc(C(=O)O)cc3N2)cc1OC (centres undefined) | -9.6

More records:
canonical_smiles | 14-3-3g Raf
Cc1ccc(NC(=O)C2c3ccccc3C(=O)N3CCc4ccccc4C23)c(Br)c1 (centres undefined) | -3.0
c1coc(-c2nnc3sc(-c4cccs4)nn23)c1 | 0.6
CC(C)(C)c1ccc(C(=O)N2CC(=O)Nc3ccc(F)cc3C2c2ccc(F)cc2)cc1 (centres undefined) | 17.0
Cc1cccc(-n2c(=O)[nH]c3c(C(N)=O)nc(CC(C)C)nc32)c1 | 0.6
O=C1NC(=S)SC1=C1CCCCCC1 | -16.7
CCCCC(CC)c1nnc(NC(=O)c2ccccc2Br)s1 (centres undefined) | -1.7
CCCCNC(=O)c1ccc(N2CC3CC(C2)c2cccc(=O)n2C3)c(NS(=O)(=O)c2ccc(F)cc2)c1 (centres undefined) | -7.1
O=C(NCc1ccccc1F)C1CCCN1C(=O)NCc1ccccc1 (centres undefined) | -4.7
O=C(Cc1ccc([N+](=O)[O-])cc1)Nc1ccc2c(c1)oc1ccccc12 | -18.2
Cn1c2c(c(=O)n(C)c1=O)CN(Cc1ccco1)CN2 | 3.1&-6.0
O=C1CN(C(=O)CCC2CCCC2)C(c2ccc(F)cc2)c2cc(Cl)ccc2N1 (centres undefined) | 4.3
CC1(C)Cc2c(ccc3ccccc23)C(CCl)N1 (centres undefined) | -11.4
O=[N+]([O-])c1cccc(C2CC(c3ccc(Br)cc3)=NN2S(=O)(=O)c2ccccc2)c1 (centres undefined) | -97.6
Cc1cc(C(=O)Cn2nnc(-c3ccc(Cl)cc3)n2)c(C)n1CC1CCCO1 (centres undefined) | 0.7
O=C(Nc1nc2ccccc2[nH]1)C1CCCO1 (centres undefined) | -1.2
COc1ccc2c(c1)CCc1c(C(=O)Nc3cccc(C(C)=O)c3)noc1-2 | -4.1
CCSc1nnc2c(n1)OC(c1cc(OC)c(OC)cc1Br)Nc1ccccc1-2 (centres undefined) | -16.2
Clc1ccccc1-c1nc(-c2cccnc2)no1 | -4.2
CCn1c(SCC(=O)Nc2cc(C)c(Cl)cc2OC)nnc1-c1ccco1 | -2.9
Cc1cc(N2CCCCC2)nc2ccc(NC(=O)CCC(=O)NCc3ccc(F)cc3)cc12 | -7.3
CCCC(=O)N1C(=O)CCN(C(C)=O)c2ccccc21 | -1.0
CCOc1ccc(C(=O)N(CN2CCCC2=O)c2ccccc2)cc1 | 6.0
COc1ccccc1C(=O)Nc1c2c(nn1-c1ccc(Cl)cc1)CSC2 | 8.9
Clc1ccccc1OCc1nnc(-c2ccccc2Br)o1 | -14.4
COc1ccc(C(=O)Nc2nc3ccc4nc(SC)sc4c3s2)c(OC)c1 | 2.8
CCCN(Cc1cc2cc(C)ccc2[nH]c1=O)S(C)(=O)=O | 3.8
O=C1CCCCCN1CP(=O)(O)CN1CCOCC1 | -4.8&-1.6
Oc1c(-c2cc(-c3ccco3)[nH]n2)ccc2ccccc12 | -3.6
O=S(=O)(c1cccc2c(S(=O)(=O)N3CCN(c4ccccc4)CC3)cccc12)N1CCN(c2ccccc2)CC1 | 6.9
CCOc1ccc(-c2csc(NC(=O)c3cncc(Br)c3)n2)cc1 | -8.4
O=C(Cn1cnc2ccccc2c1=O)NCC(=O)Nc1ccc(Cl)cn1 | 3.0
O=C(NC1CCCCC1)N1CCc2ccccc21 | -1.3
O=C(c1cccc(S(=O)(=O)NC2CCCC2)c1)N1CCCc2ccccc21 | 6.2
CC(=O)Nc1nonc1-c1nc2ccccc2n1Cc1cc2c(cc1Cl)OCO2 | -57.5
CN(C)C(=O)CSc1nnnn1-c1cccc2ccccc12 | -3.1
CCN(CC)c1nc2cc(OC)ccc2cc1C#N | -4.7
COC(=O)c1c(C)oc2ccc(OCc3ccc(Br)cc3)cc12 | 2.4
Cc1ccc(NC(=O)c2ccc(N(Cc3ccccc3)S(C)(=O)=O)cc2)cc1 | -5.3
Cc1nnc(SCc2ccc(C#N)cc2)[nH]c1=O | -2.3
CCOc1ccc(NC(=O)c2ccc(F)c(S(=O)(=O)NC3CCCCC3)c2)cc1 | -9.3
COc1cccc(-n2nc(C(=O)NC3CCCCC3)c3ccccc3c2=O)c1 | 0.1
COc1ccc(-c2cn3c4c(=O)n(C)c(=O)n(C)c4nc3n2CCc2ccc(OC)c(OC)c2)cc1 | -7.7
O=C(C(Cc1ccccc1)n1cccc1)N1CCCCCC1 (centres undefined) | 0.2
O=C(NC1CCCC1)C(c1cc2c(cc1[N+](=O)[O-])OCO2)N(Cc1ccccc1)Cc1ccccc1 (centres undefined) | 3.3
CCCn1c(CNS(=O)(=O)c2ccc(C)cc2)nc2ccccc21 | 3.2
COC(=O)C1=C(C)N(C)C(=O)NC1c1cccc([N+](=O)[O-])c1 (centres undefined) | -26.9
CCCCC(=O)Nc1nc(C)c(C(C)=O)s1 | 0.1
COc1ccccc1C(=O)NCC(c1cccnc1)N(C)C (centres undefined) | -1.5
O=C(CCNc1n[nH]c(=O)[nH]c1=O)N1CCOCC1 | -6.7
Cc1ccc(NC(=O)c2cnc(N3CCN(c4ccccn4)CC3)c3ccccc23)c(Br)c1 | 7.6
CCOC(C(=O)c1ccccc1)c1ccccc1 (centres undefined) | 0.4
CCOc1ccc(C(=O)Nc2ccc(NC(=O)c3ccco3)c(Cl)c2)cc1[N+](=O)[O-] | -3.4
O=C(C1CC1)N1CCc2cc(S(=O)(=O)Nc3cccc(F)c3)ccc21 | 5.2
COc1ccc(NS(=O)(=O)c2ccc(CC(C)C)cc2)cc1 | -4.2
O=C(CCN1C(=O)c2ccncc2C1=O)Nc1ccc(F)cc1 | -2.9
CCCC12CN3CC(CCC)(CN(C1)C3C(O)C(O)C(O)CO)C2=O (centres undefined) | 2.8
CCc1nnc(NS(=O)(=O)c2ccc(NC(=O)c3cccc(F)c3)cc2)s1 | -8.3
O=C(COC(=O)c1cccc(S(=O)(=O)N2CCN(c3ccccc3)CC2)c1)NCc1ccco1 | 0.2
CCCCCSc1nc2ccccc2n1C(=O)c1ccccc1C(=O)O | 3.5
CCOC(=O)N1CCN(S(=O)(=O)c2ccc(OCC)c3ccccc23)CC1 | -13.7

4 entries from above, with each value named:
SMILES: Cc1ccc(NC(=O)c2ccc(N(Cc3ccccc3)S(C)(=O)=O)cc2)cc1
  14-3-3g Raf: -5.3
SMILES: Nc1ccn(-c2ccccc2)c(=O)c1
  14-3-3g Raf: -7.1
SMILES: COC(=O)C1=C(C(=O)OC)SC2(S1)C(C(=O)OC)=C(C(=O)OC)SC1=C2c2cc(OC)ccc2NC1(C)C
  14-3-3g Raf: -5.3
SMILES: COc1ccc(C(=O)C2CCN(S(=O)(=O)c3ccc4c(c3)OCCO4)CC2)cc1
  14-3-3g Raf: 2.2

Three structures from above, arranged by count of non-hydrogen atoms, low to high.
canonical_smiles | 14-3-3g Raf
Cc1nnc(SCc2ccc(C#N)cc2)[nH]c1=O | -2.3
CCCC12CN3CC(CCC)(CN(C1)C3C(O)C(O)C(O)CO)C2=O (centres undefined) | 2.8
CC(=O)Nc1nonc1-c1nc2ccccc2n1Cc1cc2c(cc1Cl)OCO2 | -57.5

Following part
canonical_smiles | 14-3-3g Raf
C=CCOC(=O)C1=C(C)Nc2nnnn2C1c1ccc(OC)cc1OC (centres undefined) | -3.7
O=C1CCCCCN1Sc1ccccc1 | -0.7
Cc1ccc(-n2c(Cc3cccs3)nnc2SCC(=O)Nc2ccc(S(N)(=O)=O)cc2)cc1 | -9.9
Cc1ccc(-c2nnn(CC(=O)N(CC(=O)NCC3CCCO3)c3ccc(F)c(Cl)c3)n2)o1 (centres undefined) | -5.5
O=C(Nc1nncs1)c1ccc(Br)c(S(=O)(=O)N2CCCC2)c1 | 3.5
CN1CCN(Cc2c(O)ccc3c(=O)c(Oc4ccc(C(C)(C)C)cc4)c(C(F)(F)F)oc23)CC1 | -3.8
COc1ccc2cc(C#N)c(NC(C)C)nc2c1 | 2.3&4.9
O=C(CSc1nc2c(sc(=S)n2Cc2ccco2)c(=O)n1-c1ccc(F)cc1)NCc1ccco1 | -15.8

Screening data: PubChem, Emory University Molecular Libraries Screening Center

A portion of the library; rates above refer to the full screens.
